EPAC2 antagonist: EPAC2 (human) antagonism | AID 720708 | EPAC2 GEF exchange of Rap1B-BODIPY-GDP, fluorescence | actives 0.18% (n = 360,000) | Potency, µM (top dose mostly 114 µM), inactives show at the top dose activity, negative = inhibition, actives largely listed as inhibitors; also: % is scaled to controls: 0 for no effect and ±100 for the full control effect; nearly all actives have a fitted effect of over 45% in size; many of its hits are not listed in these tables
Target sequence (Q8WZA2 whole entry, looked up): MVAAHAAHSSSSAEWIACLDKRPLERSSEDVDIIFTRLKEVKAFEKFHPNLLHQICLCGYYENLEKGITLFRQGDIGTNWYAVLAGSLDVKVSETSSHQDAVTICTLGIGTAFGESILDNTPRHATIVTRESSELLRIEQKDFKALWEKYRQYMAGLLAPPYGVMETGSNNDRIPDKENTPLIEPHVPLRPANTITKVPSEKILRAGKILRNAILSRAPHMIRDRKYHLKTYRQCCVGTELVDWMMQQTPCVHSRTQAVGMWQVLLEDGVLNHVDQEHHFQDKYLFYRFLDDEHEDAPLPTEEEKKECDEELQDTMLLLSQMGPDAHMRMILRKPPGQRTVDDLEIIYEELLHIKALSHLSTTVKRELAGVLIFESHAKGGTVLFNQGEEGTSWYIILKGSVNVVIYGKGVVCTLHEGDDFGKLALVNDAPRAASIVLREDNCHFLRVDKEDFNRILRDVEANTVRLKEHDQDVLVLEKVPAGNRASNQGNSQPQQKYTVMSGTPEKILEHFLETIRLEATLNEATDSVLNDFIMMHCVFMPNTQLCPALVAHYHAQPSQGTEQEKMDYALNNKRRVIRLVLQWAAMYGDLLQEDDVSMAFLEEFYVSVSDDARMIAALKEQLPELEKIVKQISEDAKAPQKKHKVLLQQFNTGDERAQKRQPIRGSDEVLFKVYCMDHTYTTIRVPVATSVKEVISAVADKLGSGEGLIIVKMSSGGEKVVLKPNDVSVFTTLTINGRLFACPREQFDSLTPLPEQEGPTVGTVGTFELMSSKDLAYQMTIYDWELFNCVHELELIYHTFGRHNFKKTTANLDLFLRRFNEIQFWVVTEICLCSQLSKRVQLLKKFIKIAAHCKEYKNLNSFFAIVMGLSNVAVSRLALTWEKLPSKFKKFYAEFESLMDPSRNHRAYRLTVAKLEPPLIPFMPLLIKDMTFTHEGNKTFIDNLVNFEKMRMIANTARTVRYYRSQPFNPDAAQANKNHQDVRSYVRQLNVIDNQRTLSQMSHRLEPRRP
TGFb inhibitor: TGF-b pathway inhibition. HepG2 CAGA-GFP TGF-b/SMAD3 reporter, GFP fluorescence, 18 h; TGF-beta stimulated, 500 pg/mL final. Potency, µM (doses to about 46.1 µM), without a hit: at the highest dose activity, negative = inhibition, most hits filed as inhibitors. actives 1.2% (n = 410,000); also: % is scaled to controls: 0 for no effect and ±100 for the full control effect; nearly all actives have a fitted effect of over 65% in size
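Smad-responsive CAGA-GFP expression was quantified in HEPG2 cells exposed to compounds and 500 pg/mL final TGF-beta for 18 h at 37 degrees C; unstimulated wells defined full inhibition.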
Nrf2 inh: blocks Nrf2 signaling; actives 2.1% (n = 360,000); Potency, µM (highest dose often 46 µM), for inactives: at the highest dose activity change, negative = inhibition, hits mostly inhibitors; A549 ARE-Fluc reporter, luciferase luminescence, 18-24 h; also: % is scaled to controls: 0 for no effect and ±100 for the full control effect; nearly all actives have a fitted effect of over 60% in size
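Reporter: ARE-Fluc in A549. Exposure: 18-24 h, 37 °C, 5% CO2, 5% FBS OPTI-MEM. Readouts: fluorescent cytotoxicity (CellTiter-Fluor), then luminescent Nrf2 signal after BugLite.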
S2 tox: reduces viability in counter-screen for ATXN expression inhibitors | S2 cells (HEK-293 line with an ATXN2-luciferase reporter) viability, CellTiter-Fluor protease fluorescence, 24 h | Potency, µM (doses to about 56.7 µM), hits mostly cytotoxic | actives 0.49% (n = 400,000); also: nearly all actives have a fitted effect of over 40% in size
Nrf2 activator: activates Nrf2 signaling; AREc32 ARE-luciferase reporter (MCF7-derived line), luminescence, 24 h; Potency, µM (highest dose often 46.1 µM), for inactives: at the top dose activation, most hits filed as activators; actives 0.31% (n = 410,000); also: % of control where 0% means no effect; nearly all actives have a fitted effect of over 65% in size
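Quantitative high-throughput format: AREc32 reporter cells, 1000 per well, received compound by pin transfer and were incubated 24 hr at 37 deg C, 5% CO2, before Steady-Glo luminescence detection.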
MCF10A rerep: DNA re-replication induction in MCF 10a cells. Potency, µM (titrated, usually from 46.1 µM), without a hit: top-dose activity, positive = re-replication, actives largely listed as activators. actives 2.9% (n = 350,000). MCF 10A DNA re-replication, Hoechst nuclear intensity, 48 h; also: % of control where 0% means no effect; nearly all actives have a fitted effect of over 50% in size
A549 viability: counter-screen for Nrf2 inhibitors: cytotoxicity in A549 cells; AID 504648; actives 0.16% (n = 390,000); A549 ARE-Fluc cells, CellTiter-Fluor viability, 18-24 h; Potency, µM (doses to about 46 µM), without a hit: top-dose activity change, negative = cytotoxicity, most hits filed as inhibitors; also: % is scaled to controls: 0 for no effect and ±100 for the full control effect
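A549 ARE-Fluc cells in 5% FBS OPTI-MEM, 5000 cells/well, rested 2 h then exposed to compounds in concentration-response for 18-24 h at 37 °C. Viability by CellTiter-Fluor fluorescence (Ex 405/Em 525) after 30 min; luciferase luminescence (BugLite, 15 min, RT) read afterwards.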
HepG2 viability: kills HepG2 cells in TGF-b inhibitor counter-screen. HepG2 CAGA-GFP viability, ATP luminescence, 18 h. Potency, µM (top dose mostly 46.1 µM), without a hit: top-dose activity change, negative = cytotoxicity, usual class: cytotoxic. actives 0.76% (n = 410,000); also: some results filed as inactive show a strong effect at the top dose
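CellTiter-Glo luminescence gave cytotoxicity after 18 hours at 37 degrees C. The cells were HepG2 CAGA-GFP in 1% FBS DMEM, stimulated with 500 pg/mL TGF-beta after compound addition. %Activity was normalised to no-cell wells (complete cell-killing) and DMSO (no toxicity), and curves were fitted and classified.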
ATXN2 expr inh: reduces ATXN2 reporter expression in HEK-293 cells. HEK-293 ATXN2-luciferase reporter, luminescence, 24 h. Potency, µM (top dose mostly 57 µM), without a hit: at the top dose activity change, negative = inhibition, most hits filed as inhibitors. actives 0.72% (n = 360,000). AID 1745845; also: % is scaled to controls: 0 for no effect and ±100 for the full control effect; nearly all actives have a fitted effect of over 55% in size
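ATXN2-luciferase reporter cells (luciferase flanked by upstream and downstream ATXN2 gene portions) were treated 24 h at 37 °C with compounds at up to 57 uM. SteadyGlo luminescence gave expression; GF-AFC fluorescence gave viability.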
An asterisk follows results filed as active; i = inactive; ? = inconclusive; nt = no result given; & = joins results of further samples; [ ] = another dose, or the depositor's remark. Calls follow the shape of the dose curve; as a rule, active = well fitted curve in the direction sought with a large enough effect; inconclusive = small, poorly fitted or top-dose-only effect, or another doubt; inactive = no such curve, though single readings can be large; an effect the other way counts as inactive or inconclusive. Potency is read from the fitted curve at half-maximal effect.

SMILES	EPAC2 antagonist	TGFb inhibitor	Nrf2 inh	S2 tox	Nrf2 activator	MCF10A rerep	A549 viability	HepG2 viability	ATXN2 expr inh
CCC(CC)C(=O)Nc1nc2c(s1)CC(C)CC2 (configuration not stated)	nt	-27.7%	-26.8%	i	4.0%	nt	2.0%	-14.2%	10.9%
O=C(NCc1cccnc1)c1ccc(-c2cc3ccccc3oc2=O)cc1	1.8%	-1.8%	?	i	7.4%	20.9%	2.8%	0.0%	-30.6%
CCOC(=O)C1=C(C)N(c2ccccc2)C(=O)C1CC(=O)O (configuration not stated)	6.7%	-1.9%	-3.7%	?	0.4%	-0.3%	-2.9%	-3.8%	4.3%
Nc1c(C(=O)CSc2nc(-c3ccccc3)cs2)c(=O)[nH]c(=O)n1C1CC1	7.2%	-13.5%	-0.8%	i	7.0%	21.1%	16.0%	-9.2%	nt
Cc1ccc(NC(=S)N(C)Cc2cn(C)c3ccccc23)cc1	4.7%	5.2%	-4.7%	?	3.8%	?	-0.3%	-2.5%	-25.1%
O=C1CC(C(=O)N2CCN(c3ccccc3Cl)CC2)CN1Cc1ccccc1 (configuration not stated)	-3.8%	-6.7%	-6.4%	i	-0.3%	3.9%	0.2%	-28.0%	13.6%
O=C(CC(c1ccccc1)c1cc(Br)ccc1O)NCCCN1CCOCC1 (configuration not stated)	7.1%	-20.2%	13.1%	i	-0.6%	-2.1%	11.9%	-11.8%	-22.2%
CC(=O)c1ccc(NS(=O)(=O)c2ccc3[nH]c4c(c3c2)CCCC4)cc1	nt	?	-29.7%	?	0.3%	nt	-0.1%	-20.8%	?
CC(=O)NC(C)(c1ccccc1)c1nc(-c2ccc(N(C)C)cc2)cs1 (configuration not stated)	-13.2%	1.3%	nt	i	1.0%	nt	nt	-3.9%	2.8%
COc1ccc(NS(=O)(=O)c2cc(NC(=O)[C@@H](NC(N)=O)C(C)C)ccc2C)cc1	-3.1%	3.3%	-1.4%	i	-0.6%	7.7%	-0.2%	-3.9%	nt

Sorted by number of heavy atoms (smallest number first): part of the list above.
SMILES	EPAC2 antagonist	TGFb inhibitor	Nrf2 inh	S2 tox	Nrf2 activator	MCF10A rerep	A549 viability	HepG2 viability	ATXN2 expr inh
CCC(CC)C(=O)Nc1nc2c(s1)CC(C)CC2 (configuration not stated)	nt	-27.7%	-26.8%	i	4.0%	nt	2.0%	-14.2%	10.9%
Nc1c(C(=O)CSc2nc(-c3ccccc3)cs2)c(=O)[nH]c(=O)n1C1CC1	7.2%	-13.5%	-0.8%	i	7.0%	21.1%	16.0%	-9.2%	nt
O=C(CC(c1ccccc1)c1cc(Br)ccc1O)NCCCN1CCOCC1 (configuration not stated)	7.1%	-20.2%	13.1%	i	-0.6%	-2.1%	11.9%	-11.8%	-22.2%

Continuation:
SMILES	EPAC2 antagonist	TGFb inhibitor	Nrf2 inh	S2 tox	Nrf2 activator	MCF10A rerep	A549 viability	HepG2 viability	ATXN2 expr inh
Cc1cccc(NCc2ccccc2OCc2ccccc2F)c1	3.8%	0.0%	-18.7%	i	0.1%	?	11.3%	8.0%	-0.6%
COc1ccc(OC)c(-c2c(C#N)c(N)nc3c2c(=O)nc2sccn23)c1	-3.9%	-12.7%	-8.9%	nt	2.4%	-0.1%	27.3%	-1.5%	-10.0%
C=CCNc1nc(C)c(C(C)=O)cc1C#N	4.1%	7.0%	-9.2%	i	0.8%	-3.6%	-2.5%	-2.1%	5.4%
CC(=NNC(=O)c1ccncc1)c1cccc(Br)c1	7.7%	10.0%	9.7%	i	3.4%	-6.6%	4.1%	10.8%	16.8%
COCCNC(=O)c1cc(-c2ccc(Cl)c(Cl)c2)on1	-8.0%	?	13.8%	i	-0.8%	2.4%	2.8%	-11.0%	27.4%
CCCNC(=O)C1(C)CCN(C(=O)c2cc(C)n(C(C)(C)C)n2)C1 (configuration not stated)	0.6%	5.5%	nt	i	-0.1%[9.22 µM]	nt	nt	0.3%	0.3%
Cc1ccc(OCC(=O)Nc2cc(S(=O)(=O)N3CCCCC3)ccc2C)c([N+](=O)[O-])n1	13.5%	-10.8%	-8.8%	i	2.1%	-0.5%	9.0%	9.9%	-4.7%
Cc1nn(-c2ccccc2)c(-n2cccc2)c1C(=O)NCCCN1CCN(c2ccccc2F)CC1	nt	?	-25.5%	i	5.5%	nt	-12.5%	-32.5%	-21.0%
Cc1cccc(CS(=O)(=O)Cc2ccc(C(=O)NC3CCCCCC3)o2)c1	-12.8%	-0.1%	2.2%	?	-0.6%	-3.0%	-10.7%	-5.0%	nt
O=C(CCNC(=O)c1ccccc1Cl)Nc1cc(C(F)(F)F)ccc1Cl	-0.2%	-30.6%	?	i	0.1%	-5.4%	1.8%	3.5%	-29.6%
Cc1cc(OCC(=O)NNC(=O)CCc2ccccc2)ccc1Br	7.7%	-8.7%	6.1%	i	-0.5%	-3.7%	1.9%	-6.0%	4.7%
CCSCCNC(=O)c1cncc(Br)c1	11.1%	?	3.2%	i	0.1%	0.7%	-5.0%	-1.3%	1.7%
c1ccc(N2CCN(Cc3ccsc3)CC2)nc1	-1.1%[57.1 µM]	0.0%	?	i	-0.7%	0.9%	16.1%	-19.7%	5.2%
COc1cccc(C(=O)COc2cccc(NC(=O)c3ccco3)c2)c1	-8.8%	-5.8%	?	i	1.6%	-3.7%	-8.7%	-28.5%	-23.3%
O=C(NCCN1CCC(n2c(=O)[nH]c3ccccc32)CC1)c1cccs1	1.7%	nt	nt	i	2.8%	nt	nt	nt	6.6%
Oc1ccc(-c2[nH]ncc2-c2cnn(-c3ccccc3)c2)c(O)c1	2.3%	-2.5%	-3.9%	i	0.3%	1.4%	-0.7%	14.5%	-17.9%
O=C(NC1CCCCCC1)C(=S)NCCc1ccccc1	-6.9%	16.8%	?	i	0.4%	?	2.8%	-2.7%	48.4%[activator]
COc1ccc(O)c(/C=N\NC(=O)CCn2nnc3ccccc32)c1	-3.6%	?	-23.8%	?	0.1%	?	-8.6%	1.3%	?
O=C(NCCC(=O)N1CCN(c2ccccn2)CC1)c1ccc([N+](=O)[O-])cc1	-1.6%	1.8%	0.2%	i	0.4%	4.2%	-1.9%	2.9%	12.4%
COCCNc1nc2cc(-c3cccc(C(F)(F)F)c3)sc2c(=O)n1C	-20.5%	-4.0%	nt	i	?	nt	nt	-3.6%	7.9%
O=C(c1cccc(NS(=O)(=O)c2ccc(F)c(F)c2)c1)N1CCN(C(c2ccccc2)c2ccccc2)CC1	-24.6%	?	?	i	2.3%	17.7%	-0.5%	-23.8%	-3.7%
COc1cc2nc(NC(=O)c3ccc(S(=O)(=O)N4CCOCC4)cc3)sc2cc1OC	nt	32.0%[activator]	nt	i	0.2%	nt	-4.0%	-13.3%	-7.8%
O=C(CN1CCN(c2ccc(F)cc2)CC1)Nc1ccc(-n2cnnn2)cc1	-2.0%	13.4%	-19.0%	i	-0.6%	-8.5%	0.0%	-6.6%	-12.9%
C/C(=N\O)C1/C(=N/O)CC2C1C2(C)C (configuration not stated)	2.9%	-21.5%	-12.8%	i	-0.7%	8.8%	2.4%	0.6%	4.2%
CCCOc1ccc(NC(N)=O)cc1OCCC	4.8%	-4.6%	2.0%	i	0.0%	0.7%	2.6%	-1.0%	1.1%
CC(=O)N(Cc1ccccc1)C1CC(=O)N(Cc2ccccc2)C1=O (configuration not stated)	-5.1%	16.7%	2.5%	i	0.0%	0.7%	2.9%	6.8%	0.4%
O=C(NCc1nnc(SCC(=O)N2CCCc3ccccc32)o1)c1c(F)cccc1Cl	-3.4%	-15.5%	0.3%	i	-0.9%	-2.4%	0.6%	-2.0%	-3.0%
CC(C)c1nccn1S(=O)(=O)c1cc(Cl)ccc1Cl	4.0%	0.0%	1.9%	i	0.1%	17.0%	-5.5%	8.6%	0.9%
CCOC(=O)CCC(NC(=O)CCCCCCCCC(=O)NC(CCC(=O)OCC)C(=O)OCC)C(=O)OCC (configuration not stated)	-1.2%	-10.2%	?	i	0.5%	-7.7%&-22.2%	3.8%	11.5%	2.7%
O=C(NCc1nnc2c3ccccc3c(-c3ccccc3)nn12)c1ccccc1Cl	0.9%	11.4%	-2.4%	i	1.1%	9.1%	5.5%	-30.7%	8.6%
O=C(OCc1cn([C@H]2C[C@H](c3ccccc3)N(CC3CCCCC3)C[C@@H]2O)nn1)c1ccccc1	-15.2%	3.9%	nt	i	1.0%	nt	nt	-4.2%	?
Cc1[nH][nH]c(=O)c1C=NCc1cccs1	-6.8%	6.8%	0.0%	i	-0.2%	-0.3%	0.0%	0.3%	nt
CCN1CCc2c(C#N)c(N3CCOCC3)nc(N3CCOCC3)c2C1	18.5%	-4.5%	nt	?	0.1%	0.5%	0.5%	-17.9%	-0.8%
CCOc1ccc2[nH]c3ncccc3c(=O)c2c1	-6.7%	0.0%	15.6%	nt	17.4%	-3.2%	?	-4.6%	-10.4%
Cc1ccnc(NC(=O)CCC(=O)N(CC(=O)NCC2CCCO2)Cc2ccc(F)cc2)c1 (configuration not stated)	-0.3%	2.3%	nt	i	2.9%	0.3%	12.1%	11.9%	-7.2%

By substructure, those above containing two or more sulfur atoms.
SMILES	EPAC2 antagonist	TGFb inhibitor	Nrf2 inh	S2 tox	Nrf2 activator	MCF10A rerep	A549 viability	HepG2 viability	ATXN2 expr inh
Nc1c(C(=O)CSc2nc(-c3ccccc3)cs2)c(=O)[nH]c(=O)n1C1CC1	7.2%	-13.5%	-0.8%	i	7.0%	21.1%	16.0%	-9.2%	nt
COc1cc2nc(NC(=O)c3ccc(S(=O)(=O)N4CCOCC4)cc3)sc2cc1OC	nt	32.0%[activator]	nt	i	0.2%	nt	-4.0%	-13.3%	-7.8%

Some values from the entries so far:
Nrf2 activator result of CCOc1ccc2[nH]c3ncccc3c(=O)c2c1 is entered as 17.4%
HepG2 viability result of O=C(OCc1cn([C@H]2C[C@H](c3ccccc3)N(CC3CCCCC3)C[C@@H]2O)nn1)c1ccccc1 is entered as -4.2%

This is a subset; rates above refer to the full screens.
